DAT uptake mod = human DAT dopamine uptake with cocaine, either direction; Q01959; 110,000 compounds, 1.3% hits; B-score at 10 µM; LLC-PK1 hDAT cells, [14C]-dopamine uptake with cocaine IC80; actives deviate in either direction;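 active means Z score or B-score, a plate-position-corrected score, falls beyond the plate's 99.7% confidence bounds, in either direction; inactive means both scores lie inside the 99.7% bounds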;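 further: scored against the spread of the other compound wells on the same plate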
Target sequence (Q01959 whole entry, looked up): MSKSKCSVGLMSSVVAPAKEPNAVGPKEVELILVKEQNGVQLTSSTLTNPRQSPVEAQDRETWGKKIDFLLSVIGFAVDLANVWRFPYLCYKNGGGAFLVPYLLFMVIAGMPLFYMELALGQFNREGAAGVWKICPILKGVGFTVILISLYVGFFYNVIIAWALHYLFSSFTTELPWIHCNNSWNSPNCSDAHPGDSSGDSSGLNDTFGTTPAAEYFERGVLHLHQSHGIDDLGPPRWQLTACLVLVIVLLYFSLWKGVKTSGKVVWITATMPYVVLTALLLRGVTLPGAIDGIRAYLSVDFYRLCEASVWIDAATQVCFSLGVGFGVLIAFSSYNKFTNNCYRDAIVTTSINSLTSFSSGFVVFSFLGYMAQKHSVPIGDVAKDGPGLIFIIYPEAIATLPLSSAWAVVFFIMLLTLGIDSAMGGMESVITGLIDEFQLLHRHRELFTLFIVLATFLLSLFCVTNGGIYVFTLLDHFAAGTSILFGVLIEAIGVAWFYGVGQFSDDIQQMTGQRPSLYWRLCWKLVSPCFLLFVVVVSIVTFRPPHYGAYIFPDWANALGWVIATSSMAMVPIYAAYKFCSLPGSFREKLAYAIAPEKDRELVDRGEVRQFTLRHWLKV
Active calls of the source: *. This is a subset; rates above refer to the full screens.

Sample of the layout:
molecule,DAT uptake mod
COc1ccc(C2/C=C\CN(C(=O)C3CC3)[C@H](Cc3ccccc3)C(=O)N2Cc2ccc(F)cc2)cc1 (some centres not stated),-0.213
CCCN(CCc1ccccc1)C1CCc2c(O)cccc2C1 (configuration not stated),0.968
NC(=O)CC(NC(=O)Cc1cccc2ccccc12)c1ccc(NCc2ccccn2)c([N+](=O)[O-])c1 (configuration not stated),-0.558
CN(C[C@@H](Cc1cccc2ccccc12)N(C[C@H](Cc1ccccc1)N(CCc1ccccc1)N=O)N=O)N=O,0.0972

This part in full (from the top)
molecule,DAT uptake mod
COc1ccc(C2/C=C\CN(C(=O)C3CC3)[C@H](Cc3ccccc3)C(=O)N2Cc2ccc(F)cc2)cc1 (some centres not stated),-0.213
CCCN(CCc1ccccc1)C1CCc2c(O)cccc2C1 (configuration not stated),0.968
NC(=O)CC(NC(=O)Cc1cccc2ccccc12)c1ccc(NCc2ccccn2)c([N+](=O)[O-])c1 (configuration not stated),-0.558
CN(C[C@@H](Cc1cccc2ccccc12)N(C[C@H](Cc1ccccc1)N(CCc1ccccc1)N=O)N=O)N=O,0.0972
CCOC(=O)c1ccc(NC(=O)c2nc[nH]c2C(=O)N2CCN(C(=O)OC(C)(C)C)CC2)cc1,-0.00913
OCC[C@H]1C[C@H](O)[C@@H](O)[C@@]2(CCCCO2)O1,-0.0101
COC(C[C@@H](O)C[C@H](O)[C@@H](C)OCc1ccccc1)OC,0.222
CC1=C(/C=C/C(C)=C/C=C/C(C)=C\C(=O)O)C(C)(C)CCC1,0.951
COC(=O)C1=C(C)N(CCCC(=O)O)C(=O)NC1c1ccc(Cl)cc1 (configuration not stated),-1.07
O=C1CCN(S(=O)(=O)c2ccccc2)CCN1CCOCc1ccc(C(F)(F)F)cc1,-0.0361
CC(C)(C)[C@@H]1C=C(C(=O)Nc2ccccc2)O[C@H](OCc2ccc(CO)cc2)C1,-0.0394
COCC(=O)O[C@]1(CCN(C)CCCc2nc3ccccc3[nH]2)CCc2cc(F)ccc2[C@@H]1C(C)C,0.00569

The last three entries of the part before open the next one.
molecule,DAT uptake mod
O=C1CCN(S(=O)(=O)c2ccccc2)CCN1CCOCc1ccc(C(F)(F)F)cc1,-0.0361
CC(C)(C)[C@@H]1C=C(C(=O)Nc2ccccc2)O[C@H](OCc2ccc(CO)cc2)C1,-0.0394
COCC(=O)O[C@]1(CCN(C)CCCc2nc3ccccc3[nH]2)CCc2cc(F)ccc2[C@@H]1C(C)C,0.00569
NCCCCNCCCN,0.0364
COc1cc2c(cc1OC)C1Cc3ccc(OC)c(OC)c3C[N+]1([O-])CC2 (configuration not stated),-0.898
C[C@@H](NC(=O)c1nc[nH]c1C(=O)N[C@@H](Cc1ccccc1)C(=O)OC(C)(C)C)c1ccccc1,0.755
O=C1N[C@@H](Cc2ccccc2)C(=O)N2[C@@H]3N(S(=O)(=O)c4ccccc4)c4ccccc4[C@]3(Br)C[C@@H]12,0.405
CCCCCC(=O)Cc1cc(O)cc2c1C(=O)Oc1cc(O)c(C(=O)O)c(CCCCC)c1O2,0.786
NC(=O)c1ccc2c(=O)n3c(-c4cccs4)csc3nc2c1,0.181
CC1(OC(=O)C2CCCC2)C(=O)C=C2C=C(c3ccsc3)N(Cc3ccccc3)C=C2C1=O (configuration not stated),-0.842
COc1ccc2cc1Oc1ccc(cc1)C[C@H]1c3cc(c(OC)cc3CCN1C)Oc1c(O)c(OC)cc3c1[C@H](C2)N(C)CC3,0.199
COc1ccc(C2/C=C\CN(S(=O)(=O)c3ccc(-c4ccccc4)cc3)CC(=O)N2Cc2ccc(F)cc2)cc1 (configuration not stated),-0.0157
COc1cc(/C=C/C(=O)NCCn2c(C)cc3ccccc32)cc(OC)c1OC,0.03
O=C(NC1CC1)C(=O)c1c(-c2ccccc2)[nH]c2ccccc12,0.013
CCOC(=O)C1=C(C)NC(C)=C(C(=O)OCC)C1c1ccccc1/C=C/C(=O)OC(C)(C)C,0.459

(further entries)
molecule,DAT uptake mod
CC1CCC(NC(=O)c2ccc3c(c2)S(=O)(=O)c2ccccc2C3=O)CC1 (configuration not stated),0.79
COc1ccc(COc2cc(-c3cccc(OC)c3)nc3ccc(NC(=O)c4ccccc4)cc23)cc1,0.13
COc1c2ccoc2c(OC)c2oc(=O)ccc12,0.221
O=C(O)C[C@H]1c2ccccc2S(=O)(=O)N1c1ccccc1,0.296
NNC(=O)c1ccccc1CO,0.508
Cc1ccc(SC[C@H](Cc2ccccc2)N2CCN(CCc3ccccc3)CCC2=O)cc1,-0.145
Cc1ccc(C2=NOC(C)(c3nnc(-c4ccccc4)o3)C2)cc1 (configuration not stated),0.385
C/C=C\C=C/C(=O)Nc1cccc(C2=NOC3(C2)C[C@H](C(N)=O)N(C(=O)Cc2ccc([N+](=O)[O-])cc2)C3)c1 (some centres not stated),-0.509
C/C=C(/C)C(=O)Nc1cccc(C2=NOC3(C2)C[C@H](C(N)=O)N(C(=O)COc2ccc(Cl)cc2)C3)c1 (some centres not stated),0.416
COc1cc(OC)c2c(-c3ccccc3)cc(=O)oc2c1C(CCN1CCCC(C)C1)c1ccc2c(c1)OCO2 (configuration not stated),0.807
COC(=O)CCC(=O)OC1(C)C(=O)C=C2C=C(C3CC3)N(CCc3ccccn3)C=C2C1=O (configuration not stated),-1.55
COc1ccc(-c2cn(-c3cccc(C)c3)c(=O)[nH]2)cc1OC,-0.413

The list continues:
molecule,DAT uptake mod
CCCCCC(=O)N1CC2(CC(c3cccc(NC(=O)COc4ccc(Cl)cc4)c3)=NO2)C[C@@H]1C(N)=O (some centres not stated),3.13*
CCN(CC)CCCN1C=C2C(=O)C(C)(OC(=O)CCC(=O)OC)C(=O)C=C2C=C1C1CC1 (configuration not stated),-1.48
COC(=O)[C@H](Cc1ccccc1)NC(=O)[C@@H]1C[C@H]1[C@@H](NC(=O)OCc1ccccc1)c1ccccc1,-0.237
CC(=O)C1=C(C)N(Cc2ccccc2)C(=O)N[C@H]1CCc1ccccc1,-0.0888
CCC1=C(OC(=O)N(CC)CC)N2C(=O)OC(=NCCc3c[nH]c4ccccc34)[C@]2(C)[C@H]2C1=CC[C@H]1C(=O)N(C)C(=O)[C@H]12,0.641
C=CCOC(=O)C1=C[C@@H](c2ccc(C(F)(F)F)cc2)C[C@@H](OCc2ccc(CO)cc2)O1,0.791
O=C(O)C1=CCCNC1,-0.0244
Cn1c(N)c(C(=O)CNC2CCCCC2)c(=O)n(C)c1=O,-0.186
CCO[C@H]1OC(C(=O)N2CCN(Cc3ccccc3)CC2)=C[C@@H](C2CCCCC2)[C@@H]1CCCO,0.967
COC(=O)CCCC1=CC2=CC(=O)C(C)(OC(=O)c3cccs3)C(=O)C2=CN1CCN1CCOCC1 (configuration not stated),-2.17
COC(=O)[C@@]1(Cc2ccc(OC)cc2)[C@@H]2[C@@H](CC(=O)[C@H]2CC(=O)C(=O)N(C)C)CN1C(=O)c1ccccc1,1.1
COc1ccc2c(c1)O[C@H](c1ccc3c(c1)OCO3)[C@@H](OC(=O)N[C@H]1CCCc3ccccc31)C2=O,0.624

Carrying on:
molecule,DAT uptake mod
C#CCNC(=O)C1=C[C@@H](c2ccc(C#C)cc2)C[C@@H](OCc2ccc(CO)cc2)O1,-0.278
O=C(Nc1ccccc1)c1cc([N+](=O)[O-])ccc1Cl,0.515
CC(C)(C)OC(=O)NCCCC[C@H](NC(=O)c1nc[nH]c1C(=O)N1CCN(c2ccccc2)CC1)C(=O)OC(C)(C)C,1.17
O=C1CC(c2ccc(O)c(O)c2)Oc2c1ccc(O)c2O (configuration not stated),0.0802
O=c1c2ccccc2oc2cc(-c3ccc4[nH]ccc4c3)ccc12,-0.684
CN1CCN(c2nc3cc(C(F)(F)F)ccc3n3cccc23)CC1,-1.66
C=CCNC(=O)c1onc(CSc2ccncc2)c1C(=O)NCC=C,0.0185
NC(=O)CC(NC(=O)Cc1ccc(Br)cc1)c1ccc(NCCc2ccccc2F)c([N+](=O)[O-])c1 (configuration not stated),-1.96
O=C(O)C1=C[C@@H](c2csc3ccccc23)C[C@@H](OCCCCO)O1,-0.913
CC1(c2nnc(Cc3ccccc3)o2)CC(c2ccc(C#N)cc2)=NO1 (configuration not stated),1.03
COc1ccc(NC(=O)c2nc[nH]c2C(=O)N2CCN(c3ccccc3)CC2)cc1,1.36
O=C1[C@H]2[C@H](C=CC[C@H]2C(=O)N2CCN(c3ccccc3)CC2)CCN1Cc1ccccc1,1.53

Carrying on.
molecule,DAT uptake mod
COC(=O)CCCC1=CC2=C(c3ccccc3)C(=O)C(C)(OC(=O)C3CCCC3)C(=O)C2=CN1CC1CC1 (configuration not stated),1.08
NC(=O)CC(NC(=O)Cc1ccc(Cl)cc1)c1ccc(NCCc2ccccc2F)c([N+](=O)[O-])c1 (configuration not stated),-0.724
Cc1cc(NC(=O)CSc2nnc(-c3c[nH]c4ccccc34)n2-c2ccc(F)cc2)no1,-0.475
CC(=O)OC1CCC2C3CCC4=CC(=O)CCC4(C)C3CCC2(C)[C@]1(C)O (some centres not stated),-0.0659
COC(=O)[C@@]1(Cc2ccc(F)cc2)[C@H]2c3cc(C(=O)N(C)C)n(CCSCCO)c3C[C@H]2CN1C(=O)c1ccccc1,-0.402
NC(=O)CSc1cn(CCNC(=O)c2cccs2)c2ccccc12,0.265
COc1cc(C(CC(=O)N2CCN(c3ccccc3)CC2)c2c(OC)cc(OC)c3ccc(=O)oc23)cc(OC)c1OC (configuration not stated),1.38
OCCCNc1cc(-c2ccnc(Nc3cccc(Cl)c3)n2)ccn1,0.843
C[C@H](NC(=O)c1nc[nH]c1C(=O)N[C@@H](Cc1ccccc1)C(=O)OCc1ccccc1)c1ccccc1,-0.722
CC[C@@H](C)C(NC(=O)OC(C)(C)C)c1cn([C@@H](Cc2cc3ccccc3[nH]2)C(=O)N2CCN(C(=O)OC(C)(C)C)CC2)nn1 (some centres not stated),0.379
COc1cc(N)n(S(=O)(=O)c2ccc(C)cc2)n1,-1.04
COC(=O)C1=C[C@@H](C(=O)OC)[C@@H]2C3=C(C(=O)[C@]2(CC(C)C)NC(=O)c2ccccc2)[C@H](C)n2c(=O)n(-c4ccccc4)c(=O)n2[C@@H]3C1,-2.53*

The results go on:
canonical_smiles,DAT uptake mod
CC(C)C(=O)c1c(C(C)C)nn2ccccc12,-0.29
O=C(NCc1ccc(C(F)(F)F)cc1)C1CC(c2ccccc2C(F)(F)F)=NO1 (configuration not stated),1.24
COC(C/C=C\[C@H](O)[C@@H](C)OCc1ccccc1)OC,-0.247
C/C(=C\[C@@H](NP(=O)(c1ccccc1)c1ccccc1)c1ccccc1)CO[Si](c1ccccc1)(c1ccccc1)C(C)(C)C,0.291
Cc1cc(C)cc(NC(=O)C(=O)NCCc2c[nH]c3ccccc23)c1,-0.00911
O=c1cc(N2CCCCC2)[nH]c(=O)n1C1CCCCC1,0.669
C#CCNC(=O)C1=C[C@@H](c2ccc(Br)cc2)C[C@@H](OCc2ccc(CO)cc2)O1,0.152
Cc1ccc(-c2csc(NCCc3nc4cc(Cl)c(Cl)cc4n3CCOCCO)n2)cc1,1.66
COC(=O)C1=C(C(=O)OC)[C@@H]2Nc3ccccc3[C@@]23C[C@@H](C(=O)OC)N(C(=O)COCc2ccccc2)C3=N1,0.127
CCCNC(=O)c1onc(CSc2ccncc2)c1C(=O)NCCC,-0.311
Oc1ccc(Cl)cc1Cc1cc(Cl)ccc1O,-2.34
CC(O)CSc1nc2c(c(=O)n(C)c(=O)n2C)n1CCCc1ccccc1 (configuration not stated),0.561
CC[C@@H]1CC=C[C@H]2[C@H]1C(=O)N(Cc1ccccc1)[C@H]2c1cc(C)ccc1F,0.0659
CC1(c2nnc(-c3cccc(Cl)c3)o2)CC(c2c(Cl)cccc2Cl)=NO1 (configuration not stated),0.0804
COc1ccc(-c2[nH]c3ccccc3c2SCCNC(=O)c2cc3ccccc3oc2=O)cc1,0.782

(list continues)
canonical_smiles,DAT uptake mod
C=C1CCN([C@@H](CC(C)C)C(=O)NCc2ccc(Cl)cc2)S(=O)(=O)c2ccccc21,1.14
CCO[C@@H]1OC(C(=O)O)=C[C@H](c2ccc(C(F)(F)F)cc2)[C@H]1CCCO,-0.555
CCCCC1=CC2=CC(=O)C(C)(OC(=O)CC)C(=O)C2=CN1C(CO)CO (configuration not stated),0.0102
CCOc1ccc(-c2nc3c(s2)CCc2onc(-c4ccc(OC)cc4)c2-3)cc1,-1.16
CC1(c2nnc(-c3ccncc3)o2)CC(c2c(Cl)cccc2Cl)=NO1 (configuration not stated),0.0985
CCCNC(=O)C1(CC2CC(c3ccccc3)=NO2)CCN(C(=O)Cc2ccc(F)cc2)CC1 (configuration not stated),1.39
O=C(C1=C[C@H](c2csc3ccccc23)C[C@H](OCc2ccc(CO)cc2)O1)N1CCN(Cc2ccc3c(c2)OCO3)CC1,0.0126
COC(C[C@@H]1O[C@@H]1[C@H](O)COCc1ccccc1)OC,-0.158
COCOc1cc(O)c2c(=O)c(OCOC)c(-c3ccc(OCOC)c(OCOC)c3)oc2c1,-0.786
Nn1nnc2ccccc21,0.182
C#CCNC(=O)C1=C[C@@H](c2ccc(C(F)(F)F)cc2)[C@H](CCCO)[C@@H](OCC)O1,0.326
O=C(/C=C/c1ccc(O)c(O)c1)O[C@H](Cc1ccc(O)c(O)c1)C(=O)O,-1.27
CS(=O)(=O)N1c2ccccc2[C@@]2(Br)C[C@H]3C(=O)N[C@@H](Cc4ccccc4)C(=O)N3[C@@H]12,0.22
O=C(O)C1OC(Oc2c(-c3ccc(O)c(O)c3)oc3cc(O)cc(O)c3c2=O)C(O)C(O)C1O (configuration not stated),0.951
COC(=O)c1ccc(C(NC(=O)OCc2ccccc2)/C(F)=C/[C@@H](C)C(=O)NCc2ccc(OC)c(OC)c2)cc1 (some centres not stated),-0.486

Two entries from above, field by field.
> CCCNC(=O)C1(CC2CC(c3ccccc3)=NO2)CCN(C(=O)Cc2ccc(F)cc2)CC1 (configuration not stated)
  DAT uptake mod: 1.39

> O=C(C1=C[C@H](c2csc3ccccc23)C[C@H](OCc2ccc(CO)cc2)O1)N1CCN(Cc2ccc3c(c2)OCO3)CC1
  DAT uptake mod: 0.0126

High-throughput results from PubChem.
